High-throughput results (PubChem BioAssay)
TDP-43 yeast inh: inhibitors of TDP-43 toxicity in yeast; 1.8% of 410,000 active; AID 652104; Potency, µM (titrated, usually from 46.1 µM), for inactives: top-dose growth rescue (activation), usual class: activators; TDP-43 expressing yeast growth rescue, BacTiter-Glo, 24 h; further: % of control where 0% means no effect; nearly all actives have a fitted effect of over 50% in size
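Readout is BacTiter-Glo luminescence of cell growth, so inhibitors register as activators. TDP-43-expressing yeast at OD600=0.02 in galactose medium, after raffinose pregrowth to mid-log, were incubated with compound for 24 hr at 30 deg C.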
HT1080NT lethal: kills 2HG-producing HT-1080-NT fibrosarcoma cells; HT-1080-NT fibrosarcoma viability, CellTiter-Glo ATP luminescence, 48 h; Potency, µM (series often up to 46.1 µM), without a hit: at the highest dose activity, negative = less viability, most hits filed as cytotoxic; 1.6% of 360,000 active; AID 686970;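 further: NT is the 2HG producing partner of a matched IDH1 knockdown line; 0% = DMSO-treated cells and -100% = media-only wells without cells; nearly all actives have a fitted effect of over 55% in size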
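HT-1080-NT; 750 cells/well; 5% FBS RPMI; 48 h compound, 37 degrees C; CellTiter-Glo luminescence; curve fitting and curve-class assignment.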
GLP1R inv ag: GLP-1 receptor (human) inverse agonism; HEK293 GLP-1R CRE-luciferase, luminescence, 24 h; GLP-1R form is constitutively active; Potency, µM (titrated, usually from 38.3 µM), for inactives: top-dose activity change, negative = inhibition, actives largely listed as inhibitors; 1.6% of 410,000 active; AID 624417; further: on the % scale 0 is the no-effect control and ±100 the full control effect; nearly all actives have a fitted effect of over 55% in size
Target sequence (P43220 whole entry, looked up): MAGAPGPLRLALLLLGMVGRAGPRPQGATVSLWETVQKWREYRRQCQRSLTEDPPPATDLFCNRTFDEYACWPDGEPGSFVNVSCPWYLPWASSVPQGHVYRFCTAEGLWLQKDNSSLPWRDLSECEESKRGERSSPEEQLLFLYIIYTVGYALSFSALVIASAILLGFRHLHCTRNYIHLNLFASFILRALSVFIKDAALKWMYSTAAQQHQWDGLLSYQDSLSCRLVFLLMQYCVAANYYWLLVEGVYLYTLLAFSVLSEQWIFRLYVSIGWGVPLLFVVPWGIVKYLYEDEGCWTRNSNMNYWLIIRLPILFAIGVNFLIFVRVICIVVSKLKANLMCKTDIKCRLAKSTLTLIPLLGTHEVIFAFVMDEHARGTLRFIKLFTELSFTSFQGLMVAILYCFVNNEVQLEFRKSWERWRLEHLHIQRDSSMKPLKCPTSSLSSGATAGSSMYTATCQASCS
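Luminescence readout: a drop in cAMP-driven luciferase signal flags inverse agonism at a constitutively active GLP-1R stably expressed in HEK293. Compound exposure lasted 24 hr at 37 deg C, 5% CO2.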
HT1080 IDH1KD tx: kills HT-1080 cells with IDH1 knockdown; Potency, µM (titrated, usually from 46.1 µM), inactives show top-dose activity, negative = toxicity, actives largely listed as cytotoxic; HT-1080 IDH1 knockdown viability, ATP luminescence, 48 h; 2% of 360,000 active;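 further: 0% = DMSO wells and -100% = cell-free medium wells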
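HT-1080-IDH1KD cells (IDH1 knocked down), 750/well in RPMI with 5% FBS, treated with compound 48 h at 37 degrees C. Viability by CellTiter-Glo luminescence, normalised to DMSO and no-cell wells; concentration-response curves classed.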
GLP-1R agonist: activates the human GLP-1 receptor | Potency, µM (doses to about 45.6 µM), for the others: at the highest dose activation, hits mostly activators | HEK293 GLP-1R CRE-luciferase, luminescence, 4-6 h; cells express a hypersensitive GLP-1R form | AID 624172 | P43220 | 0.007% of 380,000 active; further: % of control where 0% means no effect
SW480 rerep: induces DNA re-replication in SW480 colon adenocarcinoma cells; SW480 DNA re-replication, Hoechst DNA content imaging, 48 h; Potency, µM (doses to about 46.1 µM), inactives show at the highest dose re-replication activation, most hits filed as activators; 1.8% of 340,000 active; further: % of control where 0% means no effect; nearly all actives have a fitted effect of over 55% in size
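Per well, 250 cells were exposed to pinned compound for 48 hr. Nuclear DNA was visualised with Hoechst (40 min, 37 C) and total object intensity recorded by fluorescence scanning.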
KB-V1 MDR tox: KB-V1 MDR subline cytotoxicity | Potency, µM (series often up to 46.1 µM), without a hit: at the top dose activity change, negative = cytotoxicity, most hits filed as cytotoxic | 3.4% of 400,000 active | KB-V1 MDR cells viability, CellTiter-Glo, 72 h; further: on the % scale 0 is the no-effect control and ±100 the full control effect; nearly all actives have a fitted effect of over 60% in size
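KB-V1, DMEM (no phenol red) + 10% FBS; cpd pin-transferred, titration series; 72 h, 37 degrees C; CellTiter-Glo, luminescence. Data normalized, curve-fit.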
KB-3-1 cytotox: kills parental KB-3-1 adenocarcinoma cells; KB-3-1 viability, CellTiter-Glo ATP luminescence, 72 h; Potency, µM (series often up to 46.1 µM), for inactives: top-dose activity change, negative = cytotoxic, usual class: cytotoxic; 1.4% of 400,000 active; further: on the % scale 0 is the no-effect control and ±100 the full control effect; nearly all actives have a fitted effect of over 60% in size
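Here the drug-naive KB-3-1 line serves as comparator for MDR sub-line selectivity; cells received compound titrations, 72 h at 37 °C, then CellTiter-Glo readout.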
GLP1R cytotox: cytotoxicity counter-screen for GLP-1 receptor inverse agonists; Potency, µM (highest dose often 38.3 µM), for inactives: at the top dose activity change, negative = inhibition, most hits filed as inhibitors; AID 624418; 0.13% of 410,000 active; HEK293 cAMP-luciferase reporter cells, luminescence, 24 h;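 further: loss of luciferase light is scored as toxicity; on the % scale 0 is the no-effect control and ±100 the full control effect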
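Step one: seed cells (200 cells/uL, DMEM with 10% Nu serum, 1% pen-strep). Step two: 12-hour incubation at 37 deg C. Step three: pin 23 nL compound, incubate 24 hr. Step four: add luciferase reagent, read luminescence 12 min later.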
Active calls of the source: *; ? = inconclusive; · = no result given; [ ] = another dose, or the depositor's remark. The call rests on the fitted dose curve; in most records, active means well fitted curve in the direction sought with a large enough effect; inconclusive means small, poorly fitted or top-dose-only effect, or another doubt; inactive means no such curve, though single readings can be large; an effect the other way counts as inactive or inconclusive. Potency means the concentration at half of the fitted maximal effect.

SMILES	TDP-43 yeast inh	HT1080NT lethal	GLP1R inv ag	HT1080 IDH1KD tx	GLP-1R agonist	SW480 rerep	KB-V1 MDR tox	KB-3-1 cytotox	GLP1R cytotox
COCCN(C(=O)c1ccccc1Oc1ccccc1)c1c(N)n(CC(C)C)c(=O)[nH]c1=O	1%	-1%[9.24 µM]	1%	-2%	-2%	-12%	25%	19%	10%
Cc1nn(-c2ccccc2)c(N)c1Sc1ccc([N+](=O)[O-])cc1	?	-1%	?	-11%	-23%	-4%	?	?	-8%
Cc1ccccc1/C=N/NC(=O)Cn1nnc(N)n1	4%	9%	6%	9%	6%	-3%	?	0%	6%
Cc1ccc(C(=O)c2ccc([N+](=O)[O-])cc2)cc1	30%	-4%	6%	-1%	0%	3%	8%	7%	8%
CN1C(=O)N(C)c2ccc(C=O)c3cccc1c23	2%	14%	?	15%	13%	?	?	?	1%
COCCNC(=O)CN(C(=O)CCC(=O)Nc1ccccn1)c1ccc(C)cc1	0%	-9%	5%	-21%	0%	-3%	-22%	0%	0%
CC1CN(C(=O)CSc2nnc(CNC(=O)c3ccc(S(=O)(=O)N(C)C)cc3)o2)CC(C)O1 (stereo not given)	7%	-3%	9%	-2%	-8%	-4%	·	·	0%
Cc1ccc(NC(=O)C(C)Oc2ccccc2)cc1S(=O)(=O)N1CCCCCC1 (stereo not given)	2%	-15%	13µM*	-18%	3%	-1%	-10%	-5%	3%
CC(=O)Nc1ccc(S(=O)(=O)N2CCSC2c2ccccc2Cl)cc1 (stereo not given)	-1%	-21%	?	-19%	3%	10%	-22%	-1%	-11%
Cc1c(Cl)cnc(NC(=O)COC(=O)c2ccncc2)c1Cl	5%	-2%	2%	0%	-29%	-7%	?	7%	13%
O=C(COc1ccc(F)cc1F)N1CCCCCCC1	24%	6%	?	1%	-8%	-6%	0%	6%	2%
CCCCN(Cc1cccs1)S(=O)(=O)c1csc(C(N)=O)c1	10%	0%	?	3%	5%	-10%	-4%	0%	-1%
CNc1cc(-c2c(OC)cccc2OC)ncn1	25%	7%	12%	14%	6%	·	4%	0%	1%
CCC(CC)C(=O)Nc1ccccc1-n1cccc1	-5%	0%	-26%	0%	-12%	3%	3%	2%	7%
N#Cc1cn(-c2ccccc2)nc1-c1ccc2c(c1)OCCO2	6%	12%	44%[activator]	10%	5%	-3%	10%	16%	-12%
Cc1cc(C)c(C(N)=O)c(Cl)n1	22%	5%	0%	9%	-5%	-8%	7%	10%	0%
COc1cc(C)ccc1OCCCCN1CC(C)OC(C)C1 (stereo not given)	-27%	-10%	-13%	0%	8%	-1%	0%	2%	3%
CCN(CC)S(=O)(=O)c1ccc2c(c1)c(=O)c(C(=O)N1CCOCC1)cn2C	-19%	1%	0%	10%	-7%	0%	-7%	10%	-10%
O=C(Nc1cccc2c1[nH]c(=O)c1ccccc12)C(F)(F)F	15%	-13%	25%	-18%	3%	·	13%	?	1%
COc1ccc(S(=O)(=O)N2CCOC2CNC(=O)C(=O)NCCCN2CCCC2=O)cc1OC (stereo not given)	-5%	-3%	0%	-7%	9%	·	?	-6%	2%
COc1ccccc1CNCCS(=O)(=O)NCc1ccccc1	10%	3%	-3%	4%	-5%	-16%	17%	-2%	-1%
CCN(CC)S(=O)(=O)c1ccc(C)c(NC(=O)CN2CCN(C)CC2)c1	5%	28%	10%	-11%	1%	-41%[inhibitor]	-6%	0%	0%
CN(c1ccccc1)S(=O)(=O)c1cccc(NC(=O)Nc2ccc(Cl)cc2C#N)c1	-9%	-2%	-10%	0%	10%	3%	0%	-12%	11%
Cc1ccc(S(C)(=O)=NC(=O)NC(=O)c2c(F)cccc2Cl)cc1 (stereo not given)	-9%	?	23%	13%	-2%	-17%	8%	13%	-1%
COc1ccc(Nc2nc(C(=O)NCc3ccco3)cs2)cc1	?	-22%	?	-7%	4%	-15%	16µM*	16µM*	-23%
NC1=NC(=O)CC(C(=O)NCCc2ccccc2)S1 (stereo not given)	15%	1%	6%	-2%	-1%	5%	-11%	-10%	-12%
O=C(NC1CCCc2ccccc21)c1cccc(S(=O)(=O)N2CCN(c3ccccc3)CC2)c1 (stereo not given)	8%	-6%	?	-2%	-10%	0%	-9%	-7%	-7%
O=C(Nc1cc(C(=O)N2CCCC2)ccc1N1CCCC1)c1ccccc1	-8%	?	-2%	-3%	3%	1%	-14%	-2%	-19%
O=C(CNC(=O)c1ccccc1F)N/N=C/c1cc(Br)ccc1OCc1ccccc1	-22%	-3%	?	-7%	-1%	?	-9%	-2%	4%
COc1ccc(S(=O)(=O)NC(Cc2ccccc2)C(=O)O)cc1 (stereo not given)	15%	12%	18%	11%	-3%	10%	?	1%	2%
CN(Cc1nc2ccccc2c(=O)[nH]1)C(=O)C1CC(=O)N(c2cccc3ccccc23)C1 (stereo not given)	-7%	-14%	4%	-20%	-4%	-7%	5%	-4%	-9%
Cc1ccc2c(COC(=O)c3ccccc3OC(F)F)cc(=O)oc2c1	-12%	0%	-1%	-1%	15%	-95%[inhibitor]	-1%	-1%	-16%
Cc1onc(-c2ccccc2)c1C(=O)Nc1sc2c(c1C#N)CCC(C)C2 (stereo not given)	-20%	13µM*	?	0%[9.24 µM]	8%	0%	?	?	-14%
CCCCc1nn2c(=O)cc(COC(=O)CNC(=O)c3ccccc3C)nc2s1	-3%	·	7%	·	·	·	-16%	7%	0%
CC(C)(C)NC(=O)C(OC(=O)c1cccs1)c1ccccc1 (stereo not given)	-15%	0%	-28%	-11%	13%	8%	-9%	-4%	1%
COCCN(C(=O)CNC(=O)c1ccco1)C(C(=O)NC1CCCC1)c1ccc(F)cc1 (stereo not given)	3%	3%	11%	7%	8%	5%	-4%	4%	-2%
OC(COCc1ccccc1)CN1CCCC1 (stereo not given)	-15%	5%	-18%	2%	-10%	2%	3%	16%	10%
COc1ccc(OC)c(CC(NC(C)=O)C(=O)NC2CCN(c3c(Cc4ccccc4)c(C)nc4ncnn34)CC2)c1 (stereo not given)	7%	-23%	-17%	-16%	11%	8%	26%	0%	1%
CCOC(=O)C[N+](C)(C)CCOC1CC2CCC1(C)C2(C)C (stereo not given)	3%	0%	16%	0%	0%	7%	0%	5%	-5%
N#CC(c1nc2ccccc2nc1OCCO)S(=O)(=O)c1ccccc1 (stereo not given)	-4%	8%	-2%	9%	-3%	-3%	-18%	?	0%
CCc1nc2ccc(C(=O)Nc3ccc(NC(C)=O)cc3)cn2c1N(C)CCC(C)C	25%	?	?	?	-2%	·	?	2%	-30%
CC(OC(=O)CCc1nc2ccccc2c(=O)[nH]1)C(=O)Nc1cccc(C(F)(F)F)c1 (stereo not given)	-15%	5%	5%	5%	11%	1%	?	4%	-2%
C[C@H]1CN([C@@H](C)CO)S(=O)(=O)c2ccc(Br)cc2O[C@H]1CN(C)C(=O)CN(C)C	-3%	-1%	20%	-2%	-2%	·	0%	0%	1%
CCOc1cc(OCC)cc(C(=O)N2CCC[C@H]2C(=O)N2CCC[C@H]2C(=O)N[C@@H](C)c2ccccc2)c1	21%	9%	27%	-1%	7%	·	24%	3%	-5%
CCOc1nc(N(C)C)nc(-n2nnc(C(C)=O)c2C)n1	-3%	24%	36%[activator]	18%	16%	-4%	11%	0%	12%
COC(=O)CCCC(=O)NC1CCCc2c1cnn2-c1ccc(F)cc1F (stereo not given)	16%	0%	7%	-8%	3%	1%	0%	4%	15%
O=C(CN1CCCN(Cc2ccc(F)cc2Cl)C1=O)NCc1ccccc1	7%	0%	?	-3%	-2%	2%	-30%	-1%	-15%
COc1cccc(C(=O)NCC(=O)OCc2cc(=O)n3nc(C)sc3n2)c1	-11%	·	12%	·	·	·	?	0%	3%

Of the compounds above, two have a nitro group on carbon:
SMILES	TDP-43 yeast inh	HT1080NT lethal	GLP1R inv ag	HT1080 IDH1KD tx	GLP-1R agonist	SW480 rerep	KB-V1 MDR tox	KB-3-1 cytotox	GLP1R cytotox
Cc1nn(-c2ccccc2)c(N)c1Sc1ccc([N+](=O)[O-])cc1	?	-1%	?	-11%	-23%	-4%	?	?	-8%
Cc1ccc(C(=O)c2ccc([N+](=O)[O-])cc2)cc1	30%	-4%	6%	-1%	0%	3%	8%	7%	8%

The list goes on.
SMILES	TDP-43 yeast inh	HT1080NT lethal	GLP1R inv ag	HT1080 IDH1KD tx	GLP-1R agonist	SW480 rerep	KB-V1 MDR tox	KB-3-1 cytotox	GLP1R cytotox
O=C(Cc1ccc(NC(=O)C2CCCN(C(=O)C3CCC3)C2)cc1)Nc1cccc(C(=O)N2CCCC2)c1 (stereo not given)	11%	1%	18%	7%	-2%	20%	0%	0%	0%
O=C1CCCC2=C1C(c1ccc(O)c(O)c1)Nc1ccc3ncccc3c12 (stereo not given)	-16%	-11%	3%	-10%	-2%	-17%	11%	-2%	?
CCOC(=O)c1cnn(Cc2ccccc2Cl)c1N	0%	0%	0%	1%	-4%	-11%	?	5%	4%
COc1cc(C(=O)N(Cc2ccccn2)CC2CCCO2)cc(OC)c1OC (stereo not given)	-11%	7%	5%	-4%	14%	0%	?	7%	5%
Cc1ccc2c(Cl)c(Cc3ccccc3)c(=S)[nH]c2n1	?	0%	-20%	-18%	5%	-1%	-27%	?	-16%
O=C(NCCSc1ccccc1)c1ccco1	-8%	5%	18%	14%	23%	-4%	1%	-6%	21%

Compound profiles, from the list above:
Results for O=C1CCCC2=C1C(c1ccc(O)c(O)c1)Nc1ccc3ncccc3c12 (stereo not given) → TDP-43 yeast inh = -16%; HT1080NT lethal = -11%; GLP1R inv ag = 3%; HT1080 IDH1KD tx = -10%; GLP-1R agonist = -2%; SW480 rerep = -17%; KB-V1 MDR tox = 11%; KB-3-1 cytotox = -2%; GLP1R cytotox = ?
Results for COc1cc(C(=O)N(Cc2ccccn2)CC2CCCO2)cc(OC)c1OC (stereo not given) → TDP-43 yeast inh = -11%; HT1080NT lethal = 7%; GLP1R inv ag = 5%; HT1080 IDH1KD tx = -4%; GLP-1R agonist = 14%; SW480 rerep = 0%; KB-V1 MDR tox = ?; KB-3-1 cytotox = 7%; GLP1R cytotox = 5%

The order is random (roughly 9.4% active in at least one column).
